CBFb RUNX1 block = blocks binding between human CBF-beta and RUNX1; Q01196+Q13951; AlphaScreen CBFb-His/RUNX1-biotin binding, biochemical; Potency, µM (titrated, usually from 59.8 µM), without a hit: top-dose activity, negative = inhibition, hits mostly inhibitors; 230,000 tested, under 10 active; note: % of control where 0% means no effect
Target sequence (Q01196 whole entry, looked up): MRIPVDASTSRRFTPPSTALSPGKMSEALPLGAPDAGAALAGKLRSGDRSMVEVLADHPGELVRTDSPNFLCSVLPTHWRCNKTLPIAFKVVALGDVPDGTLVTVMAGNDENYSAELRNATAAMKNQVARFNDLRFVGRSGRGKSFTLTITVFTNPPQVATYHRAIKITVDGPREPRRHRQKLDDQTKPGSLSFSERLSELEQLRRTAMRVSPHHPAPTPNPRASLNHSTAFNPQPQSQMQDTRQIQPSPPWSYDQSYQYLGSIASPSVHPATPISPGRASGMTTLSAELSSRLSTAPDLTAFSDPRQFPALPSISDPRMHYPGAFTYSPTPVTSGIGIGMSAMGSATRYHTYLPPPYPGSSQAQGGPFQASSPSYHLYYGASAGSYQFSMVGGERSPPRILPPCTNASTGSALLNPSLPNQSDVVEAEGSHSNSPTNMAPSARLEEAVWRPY
Target sequence (Q13951 whole entry, looked up): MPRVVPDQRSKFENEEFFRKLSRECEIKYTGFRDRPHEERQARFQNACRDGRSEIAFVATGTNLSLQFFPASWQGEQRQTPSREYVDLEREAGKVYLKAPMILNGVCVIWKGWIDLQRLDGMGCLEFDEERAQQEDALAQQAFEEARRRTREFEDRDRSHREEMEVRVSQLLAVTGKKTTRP
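Compounds were screened at multiple concentrations against a preformed CBF-beta(His)/RUNX1(biotin) complex (30 nM of each) for 15 min at room temperature, followed by 90 min with nickel and streptavidin beads and AlphaScreen reading.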
HttQ103 aggreg = mutant huntingtin aggregation inhibition. PC12 HttQ103-GFP aggregates, Acumen cytometry, 40 h. Potency, µM (doses to about 46.1 µM), inactives show at the highest dose activity change, negative = inhibition, hits mostly inhibitors. actives 1.1% (n = 220,000); note: potency is the fitted concentration of half-maximal effect; % is set by controls: 0 for no effect and ±100 for the full control effect; nearly all actives have a fitted effect of over 60% in size
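Steps: seed 1500 PC12 HTTQ103-GFP cells/well; add tebufenozide, 100 nM final; add compound titration; add ATPLite reagent; quantify GFP aggregates by laser scanning cytometry.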
SMN2 splice enh = increases expression of the SMN2 splice variant | actives 2.8% (n = 210,000) | AID 1458 | HEK293 SMN2-luciferase splicing reporter, luminescence, 30-36 h | Potency, µM (top dose mostly 46.1 µM), for the others: at the highest dose activity change, positive = activation, usual class: activators; note: potency is the fitted concentration of half-maximal effect; % of control where 0% means no effect; nearly all actives have a fitted effect of over 55% in size
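HEK293 cells carry an SMN2 […]–luciferase reporter in which exon 7 inclusion puts luciferase in frame. Cells were plated 10-12 h before compound addition, then incubated 30-36 h at 37C. ONE-Glo luminescence was read; sodium butyrate at 4.5 mM final served as control.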
HTT cytoprotect = Huntington cell model cytoprotection by ATP luminescence; AID 1471; PC12 HTT-Q103 induced, cytoprotection, ATP luminescence, 40 h; actives 0.14% (n = 230,000); Potency, µM (doses to about 56.4 µM), inactives show cytoprotection (ATP increase), usual class: activators;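 note: potency is the fitted concentration of half-maximal effect; % of control where 0% means no effect; nearly all actives have a fitted effect of over 45% in size; toxic huntingtin expression switched on by the ecdysone agonist tebufenozide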
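PC12 cells with ecdysone-inducible HTT exon 1 Q103-GFP, induced with 100 nM tebufenozide and co-treated with library compounds in a dose series (1536-well, 1500 cells/well). Cytoprotection read as ATP content by ATPlite luminescence.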
KinaseGlo FLuc = blocks Kinase-Glo luciferase, a counter-screen artifact; AID 1379; Potency, µM (titrated, usually from 38.3 µM), inactives show top-dose activity change, negative = inhibition, usual class: inhibitors; Q27757; actives 0.28% (n = 200,000); Kinase-Glo luciferase, ATP luminescence, 8 min; note: potency is the fitted concentration of half-maximal effect; % is set by controls: 0 for no effect and ±100 for the full control effect; nearly all actives have a fitted effect of over 60% in size
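Substrate mix (final 50 mM imidazole pH 7.2, 50 mM KCl, 7 mM MgCl2, 10 uM ATP, 0.01% Tween 20, 0.05% BSA) plus pin-tool compound, then Kinase-Glo detection mix; 8 min ambient, luminescence read.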
IMPase Li cell = cell-permeable IMPase inhibitors with lithium potentiation; CHO-M1 cells, IP1 TR-FRET (IP-One), carbachol + lithium; Potency, µM (series often up to 59.4 µM), for the others: at the highest dose activity, negative = IMPase inhibition, hits mostly inhibitors; actives 0.35% (n = 210,000);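 note: IP1 builds up when IMPase is blocked and the TR-FRET signal falls; potency is the fitted concentration of half-maximal effect; plate controls were basal vehicle for no effect and high inhibitor control for full effect; nearly all actives have a fitted effect of over 50% in size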
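CHO cells stably expressing M1 receptor (2000/well) were cultured 16–30 h, then exposed to compounds with a small lithium addition for 30 min at 37C. IP1 was measured by TR-FRET competition; AC50 from Hill fits.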
Lamin A splicing = modulators of lamin A splicing; HeLa LMNA splicing GFP/RFP minigene ratio, 48 h; Potency, µM (highest dose often 46.1 µM), for the others: at the top dose ratio change, negative = inhibition, actives largely listed as inhibitors; actives 0.01% (n = 200,000); AID 1487; active = well fitted inhibition curve with a large enough effect in the signal ratio, with a control signal flat, not every such curve was filed as active; inconclusive = small, poorly fitted or top-dose-only effect, or effect the other way, or a change in a side signal; the % refers to the signal ratio; note: potency is the fitted concentration of half-maximal effect; % is set by controls: 0 for no effect and ±100 for the full control effect
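S3 HeLa stable clones carrying a lamin A-EGFP splicing minigene plus DsRed2 were seeded at 600 cells/well in Opti-MEM with 2% FBS, pin-dosed and incubated 48 h at 37°C. Acumen cytometry (488 nm) gave the GFP/RFP total-intensity ratio.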
* = called active by the depositor; ? = inconclusive; . = no result given; [ ] = another dose, or the depositor's remark. Unless noted, calls come from the whole dose curve; as a rule, active = well fitted curve in the direction sought with a large enough effect; inconclusive = small, poorly fitted or top-dose-only effect, or another doubt; inactive = no such curve, though single readings can be large; an effect the other way counts as inactive or inconclusive.

compound,HTT cytoprotect,KinaseGlo FLuc,IMPase Li cell,CBFb RUNX1 block,HttQ103 aggreg,Lamin A splicing,SMN2 splice enh
CC(C)[C@H](CO)N(Cc1cccc(F)c1)c1nc(Nc2cccc(Cl)c2)c2ncn(C(C)C)c2n1,-8%[10 µM],.,.,3%,-1%[9.22 µM],.,.
O=C(COc1ccc([N+](=O)[O-])cc1Cl)NCC1CCCO1 (configuration not stated),-36%[inhibitor],.,3%,10%,10%,.,.
CCOC(=O)N1CCN(C(=O)CN2C(=O)CC(C)(C)S(=O)(=O)c3ccccc32)CC1,18%,-4%,-2%[38.3 µM],2%,-2%,9%,-7%
COc1ccc(Oc2ncc3nc(-c4cc(F)cc(F)c4)c(=O)n(C4CC4)c3n2)cc1,-7%,.,3%,.,.,-7%,.
CC1(c2cccc3ccccc23)NC(=O)N(CC(=O)NC2CCS(=O)(=O)C2)C1=O (configuration not stated),-17%[10 µM],.,.,-3%,-13%,-14%,.
COC(=O)c1c(NC(=O)CC2SCC(C(=O)OC)NC2=O)sc2c1CCCC2 (configuration not stated),-1%,-3%,-27%[38.3 µM],-9%,3%,2%,-3%
Nc1ncc(-c2nnnn2-c2ccc(Cl)cc2)c(-c2ccc(Cl)cc2)n1,-85%[inhibitor],-3%,7%[38.3 µM],2%,?,?,-11%
CCc1c(C)nc2nc(NC(C)=O)[nH]n2c1=O,20%,-3%,6%[38.3 µM],4%,12%,-4%,-17%
COC(=O)c1[nH]c2cccc(OC)c2c1NC(=O)CCN1CCC(C(N)=O)CC1,-2%[0.04 µM],0%,-7%[38.3 µM],2%,12%,-1%,2%
CS(=O)(=O)Nc1ccc(C(=O)NC2CCCCC2)cc1,.,-3%,4%,6%,-1%,-19%[46 µM],9%
Cc1cc2nc3c(=O)[nH]c(=O)[nH]c3nc2c([N+](=O)[O-])c1N,12%[10 µM],0%,14%,-29%,-1%,-3%[46 µM],4%
CC1(C)Cc2nc3sc4c(SCC(=O)NCc5ccco5)ncnc4c3cc2CO1,-95%[inhibitor],-3%,?,-6%,?,?,?
O=C(CCS(=O)(=O)Cc1ccccc1F)NCc1ccccc1Cl,.,1%,-3%,-5%,9%,.,8%
CCN(CC)C(=O)CC1(c2ccccc2OC)CCOC(C(C)C)C1 (configuration not stated),17%,2%,23%[38.3 µM],-2%,16%[9.22 µM],10%,-13%
COc1ccc(N2CCN(c3oc(COc4ccccc4)nc3C#N)CC2)cc1,0%[10 µM],0%,11%,?,19%,-12%,-7%
c1ccc(CSCCc2ccncc2)cc1,4%[10 µM],-5%[7.66 µM],0%,-1%,?,-6%,-11%[9.22 µM]
Cc1ccc2nsnc2c1NC(=O)c1cccnc1Cl,.,2%,-4%,2%,-6%,3%,-2%
O=C(O)CCC(=O)Nc1ccc2ccccc2c1,-4%[10 µM],-7%[7.66 µM],1%,.,.,.,-19%[9.22 µM]
COc1ccc(C(=O)NCC2OCCc3ccccc32)c(O)c1 (configuration not stated),-29%,2%,32%[38.3 µM],7%,-4%,-8%,?
CC(C)C(c1nnnn1Cc1cccs1)N1CCN(C(=O)c2ccco2)CC1 (configuration not stated),-79%[inhibitor][10 µM],0%,10%,5%,?,18%[46 µM],.
O=C(CN1CCN(Cc2ccccc2F)C1=O)NCc1ccco1,10%,0%,8%[38.3 µM],1%,0.13µM*,11%,0%
CCNC(=S)/N=C(/Nc1ccccc1)Nc1nc(C)cc(C)n1,4%[10 µM],.,.,-15%,13%[9.22 µM],.,.
CC1(C)CC(=O)C=C(Nc2ccccn2)C1,7%[10 µM],2%,1%[38.3 µM],-1%,-8%,-6%,-13%
CC1SC(=NC(=O)C(C)N2C(=O)c3ccccc3C2=O)NC1=O (configuration not stated),5%[10 µM],2%,-1%,14%,19%,2%,2%
Fc1ccc(C2CCCCN2Cc2nc(CC3CC3)no2)cc1 (configuration not stated),-12%[10 µM],1%,18%,-6%,7%[9.22 µM],7%[46 µM],.
CC(C)c1nccn1S(=O)(=O)c1cccc([N+](=O)[O-])c1,25%[10 µM],2%,5%,0%,-13%,-3%,2%
COC(CN1CCc2c(C)nc3c(C#N)cnn3c21)OC,-11%,-3%,2%,14%,8%,.,11%
Cc1ccc(C)c(NC(=O)CSc2nnc3n2CCCCC3)c1,-3%[1.9 µM],4%,2%,0%,14%,-8%,4%
COc1ccc2c(c1)O[C@@H](c1cccc(C(F)(F)F)c1)[C@H](OC(=O)NS(=O)(=O)c1ccc(F)cc1)C2=O,-14%,2%,10%,2%,.,.,17%
Cc1cc(C)n(CC(=O)O)n1,-1%[1.9 µM],1%,5%,6%,-15%,?,-3%
COC(=O)c1ccc(C)c(NS(=O)(=O)c2ccc(OC)cc2)c1,-6%[10 µM],-4%,-5%[38.3 µM],0%,-5%,-8%,-10%
O=C(COC(=O)Cc1ccccc1[N+](=O)[O-])NCc1ccccc1Cl,14%[10 µM],-1%,-4%,-8%,4%,10%,-2%
CC1(C)Cc2ccccc2-c2nnc(-c3cccnc3)n21,5%[10 µM],-6%,-1%[38.3 µM],0%,11%,11%,-24%
COC(=O)c1[nH]c2ccccc2c1NC(=O)CN1CCCc2ccccc21,1%,-1%,22%[38.3 µM],-2%,-16%,?,?
Cc1cc2cc(CN(Cc3cccs3)S(=O)(=O)c3ccc4c(c3)OCCO4)c(=O)[nH]c2cc1C,4%[10 µM],3%,-3%,2%,-17%,-10%,27%
COc1ccc2cc(-c3csc(-c4cccnc4)n3)ccc2c1,-70%[inhibitor],-9%,5%[38.3 µM],4%,20%,1%,13µM*
CCC(=O)Nc1ccc(-c2nc3ccccc3c(=O)o2)cc1,-148%[inhibitor],-15%,-10%,-13%,7%,12%[9.22 µM],-5%
Cc1ccc(C(=O)OCC(=O)NCCC2=CCCCC2)s1,7%[10 µM],1%,1%,7%,20%,2%,13%
Cc1ccc(C(=O)Oc2coc(CSc3nnc(NC(=O)C4CC4)s3)cc2=O)cc1C,17%[10 µM],3%,10%,1%,-18%,1%,-10%
COc1ccc(Oc2cccc(Cl)c2CNC(=O)CC(C)(C)CC(=O)O)cc1,-9%[10 µM],.,.,15%,-10%[9.22 µM],.,.
Cc1nc(NCCc2ccc(F)cc2)c(C#N)c(C)c1[N+](=O)[O-],-15%[10 µM],-1%,13%,-15%,18%,-20%,0%
CCOc1ccc(-n2c(SCC(=O)N3CCc4ccccc43)nnc2-c2c[nH]c3ccccc23)cc1,.,0%,-4%,6%,-20%,-5%,-10%
O=C(CC1NC(=S)NC1=O)c1ccc(Cl)cc1 (configuration not stated),-15%[10 µM],.,.,12%,8%[9.22 µM],.,.
O=C(NN=C(Cc1ccccc1)Cc1ccccc1)C1CC1,-13%,-4%,7%,7%,8%,?,3%
CCOc1ccccc1Nc1ncnc2c1cnn2-c1ccccc1,-19%,2%,11%[38.3 µM],14%,-21%,?,-6%
COC(=O)N/N=C/c1cc([N+](=O)[O-])cc(Br)c1O,1%[10 µM],0%,10%,5%,?,?,-15%
COc1ccccc1C(=O)Nc1cccnc1,-55%[inhibitor][10 µM],.,-8%,-1%,1%,.,.
CCCN1C(=O)S/C(=C/c2ccc(N3CCOCC3)o2)C1=O,1%[10 µM],.,.,5%,7%[9.22 µM],.,.
CCNc1nc(NCC)nc(SCCOC(=O)COc2ccc(Cl)cc2Cl)n1,8%,18%,22%[38.3 µM],14%,4%,8%,-30%
Cn1cc(SCC(=O)N2CCCc3ccccc32)c2ccccc21,8%[10 µM],0%,49%[activator][38.3 µM],4%,-10%,-24%,-6%
O=C(O)c1ccc(C[n+]2c(-c3ccccc3)csc2Nc2ccccc2)cc1,18%[1.9 µM],-1%,1%,-28%,1%,-14%,-1%
CNc1ncncc1-c1ccccc1C(F)(F)F,14%,.,10%,.,.,-6%,.
CCN(CC)c1ccc(/C=N/NC(=O)c2cnccn2)c(O)c1,-83%[inhibitor][10 µM],.,.,?,?,.,.
Cc1ccc(OCC(=O)Nc2cccc(O)c2)cc1C,12%,0%,2%[38.3 µM],3%,12%,-3%,-5%
CC(=O)NC(c1ccccc1)c1c(O)ccc2ccccc12 (configuration not stated),-47%[inhibitor][10 µM],1%,9%,8%,-38%[9.22 µM],?,.
O=c1c2c3c(sc2nc(NCCO)n1CCc1ccccc1)CCCCC3,13%[10 µM],-2%,-3%,-13%,-17%,-14%,-3%
CCOC(=O)c1c(C)[nH]c(C(=O)N2CCN(c3ccc(OC)cc3)CC2)c1C,-11%,1%,2%,-13%,-7%,.,-1%
CC1(C)OC[C@@H]2O[C@H](n3cnc4c(N)nc(Cl)nc43)[C@@H](OS(C)(=O)=O)[C@@H]2O1,8%[10 µM],-1%[7.66 µM],-6%,.,.,.,1%[9.22 µM]
C[C@@H](C(=O)O)c1ccc(C(=O)c2ccccc2)s1,-146%[inhibitor][17.1 µM],-19%[17.1 µM],3%,8%[21.7 µM],-5%[20.6 µM],?,16%[20.6 µM]
CC1(C)CC(=O)C(N=Nc2cc3c(cc2[N+](=O)[O-])OCCO3)=C(O)C1,-11%[10 µM],-1%,16%,4%,29%,-10%[46 µM],7%
Cc1ccc(-n2c(C)nnc2SCC(=O)NNC(=O)c2ccco2)cc1,-22%,2%,-3%,8%,-4%,11%[46 µM],-8%
COc1ccc(NC(=O)Nc2nnc(-c3ccncc3)s2)cc1,-23%,3%,21%,10%,20µM*,-18%[46 µM],-18%

The order is random; about 4% have a hit in one of these screens.
